High-throughput results from PubChem BioAssay.
Lipid storage S3: qHTS Assay for Lipid Storage Modulators in Drosophila S3 Cells; Drosophila S3 cells, BODIPY lipid droplet fluorescence, 18-24 h; cells fed with added oleic acid; Potency in µM for hits, for the others lipid storage change, negative = inhibition, % at the top dose, mostly 46.1 µM; 0.64% of 320,000 active; AID 2685; active means well fitted inhibition curve with a large enough effect in the signal ratio, with a control signal flat, not every such curve was filed as active; inconclusive means small, poorly fitted or top-dose-only effect, or effect the other way, or a change in a side signal; the % refers to the signal ratio
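Drosophila S3 cells got compounds at several concentrations plus oleic acid (400 uM solution). Laser-scanning cytometry with 488 nm excitation read lipid droplets at 500-530 nm and cells at 575-640 nm. Percent activity was relative to 20 uM Triacsin C.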
Lipid storage S3 cell count max: further read-out of Lipid storage S3, marked with its call; cell number change, %; measured here: cell count max response;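 cells counted by Cell Tracker Red CMTPX staining in the red channel; peak over a dose series mostly up to 46.1 µM; percent activity relative to internal control wells on each plate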
* = called active by the depositor; i = inactive; u = inconclusive; x = not tested or not shown; [ ] = dose if it differs, or a comment. On the % scale 0 is the no-effect control and ±100 the full control effect; potency means the concentration at half of the fitted maximal effect. The list is partial; count on the stated rates, not on these rows.

cpd | SMILES | Lipid storage S3 | Lipid storage S3 cell count max
1 | COc1ccc2nc(NC(=O)c3ccc(NC(=O)C4CCCO4)cc3)sc2c1 (stereo not given) | -9% | -12
2 | NC(=O)C1(N2CCCCC2)CCN(C(=O)c2ccc(-n3cnnn3)cc2)CC1 | -1% | x
3 | CC(=O)N/C(=C\c1ccccc1)C(=O)OCC(=O)NC1CCS(=O)(=O)C1 (stereo not given) | u | x
4 | O=C(NCc1cccs1)c1nc2c(nnn2Cc2ccc(F)cc2)c(=O)[nH]1 | 7% | 13
5 | CCCCNC(=O)CS(=O)Cc1nc(-c2cccc(Cl)c2)oc1C (stereo not given) | u | x
6 | CCOC(=O)Nc1ccc2c(c1)N(C(=O)CCN1CCN(CCO)CC1)c1ccccc1CC2 | i | -15
7 | O=c1c2ccccc2nc2c3ccccc3c(NCCO)nn12 | 11%[9.22 µM] | 7
8 | CCCN1Cc2cccc(C(=O)Nc3cc(OC)cc(OC)c3)c2C1=O | 10% | -3
9 | CC(NC(=S)Nc1ccc([N+](=O)[O-])cc1)c1ccncc1 (stereo not given) | i | x
10 | Cc1cc(C)n(-c2nc(NCC(C)O)c3c4c(sc3n2)COC(C)(C)C4)n1 (stereo not given) | u | x
11 | N#Cc1ccccc1NC(=S)NC(=O)c1cccs1 | u | x
12 | CNC(=O)Cn1c(C)cc(=O)c2cccc(OC)c21 | -1% | -2
13 | O=C(Nc1ccccc1-c1ccccc1)c1cccs1 | 23% | 8
14 | COc1ccccc1NC(=O)C1CCCN1C(=O)NCc1ccccc1 (stereo not given) | u | x
15 | CC(=O)c1ccc(Cc2cnc(N)s2)cc1 | u | x
16 | Cc1cc(OCC(=O)N2CCN(c3ccc(F)cc3)CC2)c2c(C)cc(=O)oc2c1 | u | x

Numbers 9–12 from above:
cpd | SMILES | Lipid storage S3 | Lipid storage S3 cell count max
9 | CC(NC(=S)Nc1ccc([N+](=O)[O-])cc1)c1ccncc1 (stereo not given) | i | x
10 | Cc1cc(C)n(-c2nc(NCC(C)O)c3c4c(sc3n2)COC(C)(C)C4)n1 (stereo not given) | u | x
11 | N#Cc1ccccc1NC(=S)NC(=O)c1cccs1 | u | x
12 | CNC(=O)Cn1c(C)cc(=O)c2cccc(OC)c21 | -1% | -2

(further entries)
cpd | SMILES | Lipid storage S3 | Lipid storage S3 cell count max
17 | CCOc1cc(/C=C/C(=O)OCC(=O)NC2CCS(=O)(=O)C2)ccc1OCc1ccccc1 (stereo not given) | 17% | 11
18 | Cc1ccc(NC(=S)NNC(=O)c2nn(C)c(C)c2Cl)cc1 | u | x
19 | COC(=O)C(N)Cc1ccc(Cl)cc1 (stereo not given) | u | x
20 | Cc1cc(C(=O)COc2nncc3ccccc23)c(C)n1C | u | x
21 | Clc1ccc2c(c1)c1cc(Cl)ccc1n2CN1CCOCC1 | u | x
22 | CCOc1cc(C(=O)Nc2ccccc2N2CCOCC2)ccc1OCC(=O)N1CCOCC1 | 16% | 1
23 | O=C(Cc1ccccc1)N/N=C/C=C/c1ccccc1[N+](=O)[O-] | u | x
24 | CCc1nnc(NS(=O)(=O)c2ccc(NC(=O)CCC(=O)O)cc2)s1 | u | x
25 | COc1ccc(/C=N/NC(=O)c2cccnc2)cc1CSc1ccccn1 | u | x
26 | O=C(NCCC1CCCC1)C1CCC(=O)N(CCCN2CCCC2=O)C1 (stereo not given) | u | x
27 | CS(=O)(=O)NN1C(=O)c2ccccc2NC1c1cc2ccccc2nc1Cl (stereo not given) | -9% | 4
28 | Cn1c(CNC(=O)C(Cc2ccccc2)NC(=O)c2cccc(F)c2)cc(=O)n(C)c1=O (stereo not given) | -12% | -9
29 | COc1ccc(C2=Nc3ccc(Br)cc3C(c3ccccc3)N2CC(=O)NN)cc1 (stereo not given) | u | x
30 | Cc1c(N2C(=O)/C(=C\c3cccc4ccccc34)SC2=S)c(=O)n(-c2ccccc2)n1C | u | x
31 | Cc1ccc(C(=O)OCc2nnc(-c3ccccc3)o2)s1 | u | x
32 | COc1ccc(CN(C)CC(O)COC(c2ccccc2)c2ccccc2)c(OC)c1OC (stereo not given) | u | x

Entries above with a halogen (nine):
cpd | SMILES | Lipid storage S3 | Lipid storage S3 cell count max
4 | O=C(NCc1cccs1)c1nc2c(nnn2Cc2ccc(F)cc2)c(=O)[nH]1 | 7% | 13
5 | CCCCNC(=O)CS(=O)Cc1nc(-c2cccc(Cl)c2)oc1C (stereo not given) | u | x
16 | Cc1cc(OCC(=O)N2CCN(c3ccc(F)cc3)CC2)c2c(C)cc(=O)oc2c1 | u | x
18 | Cc1ccc(NC(=S)NNC(=O)c2nn(C)c(C)c2Cl)cc1 | u | x
19 | COC(=O)C(N)Cc1ccc(Cl)cc1 (stereo not given) | u | x
21 | Clc1ccc2c(c1)c1cc(Cl)ccc1n2CN1CCOCC1 | u | x
27 | CS(=O)(=O)NN1C(=O)c2ccccc2NC1c1cc2ccccc2nc1Cl (stereo not given) | -9% | 4
28 | Cn1c(CNC(=O)C(Cc2ccccc2)NC(=O)c2cccc(F)c2)cc(=O)n(C)c1=O (stereo not given) | -12% | -9
29 | COc1ccc(C2=Nc3ccc(Br)cc3C(c3ccccc3)N2CC(=O)NN)cc1 (stereo not given) | u | x

More records:
cpd | SMILES | Lipid storage S3 | Lipid storage S3 cell count max
33 | CN1C(=S)NC(C)(C)CC1(C)c1ccc(O)cc1O (stereo not given) | u | x
34 | c1ccc2[nH]c(SCc3cscn3)nc2c1 | u | x
35 | CC(C)CCNC(=O)NC(=O)COC(=O)/C=C/c1cccc([N+](=O)[O-])c1 | u | x
36 | CC1(C)C(=O)Nc2ccccc2N1C(=O)CN1C(=O)C(=O)N(C2CCCC2)C1=O | u | x
37 | CCC(C)(C(=O)NC1CCCCC1)N(Cc1ccco1)C(=O)CC1NC(=O)NC1=O (stereo not given) | -13% | -6
38 | CN=C(Nc1ccccc1)SC1CC(=O)N(c2ccc(C(=O)OC)cc2)C1=O (stereo not given) | -14% | -5
39 | COc1ccccc1N1CCN(C(=O)c2nn(C)c3c2CS(=O)(=O)c2ccccc2-3)CC1 | i | x
40 | COc1ccc(C(=O)N2CCNC(=O)C2CC(=O)Nc2cc(Cl)ccc2OC)cc1 (stereo not given) | u | x
41 | Cc1ccc(/C(O)=C2/C(=O)C(=O)N(c3ccccn3)C2c2ccc([N+](=O)[O-])cc2)cc1 (stereo not given) | 2% | -10
42 | NC(=O)C1CCN(S(=O)(=O)c2cccc(C(=O)O)c2)CC1 | u | x
43 | O=C1c2ccccc2C(=O)C1(CO)c1ccccc1 | 2% | 7
44 | Cc1cc(OCC(O)CN2CCCC2)ccc1C(C)C (stereo not given) | i | -8
45 | COc1ccccc1-n1c(C)nc2cc(C(=O)NCC3CCCO3)ccc21 (stereo not given) | u | x
46 | COc1ccc2sc3c(=O)[nH]c4ccccc4c3c2c1 | u | x
47 | CC(=O)c1ccccc1NS(=O)(=O)c1ccccc1Cl | u | x
48 | O=C(NC(=S)Nc1ccccc1)c1cc(-c2ccccc2)nc2ccccc12 | u | x

The list continues:
no.	canonical_smiles	Lipid storage S3	Lipid storage S3 cell count max
49	Cc1ccnc(NS(=O)(=O)c2ccc(NC(=O)c3ccc([N+](=O)[O-])s3)cc2)n1	1%	-6
50	CCNC(=O)COC(=O)/C=C/c1c(C)nn(Cc2cccc(OC)c2)c1Cl	8%	4
51	Cc1oc(C)c2c(=O)ccc3c(c12)OC(N)=C(C#N)C3c1ccc(F)cc1 (stereo not given)	u	x
52	Cc1ccc(S(=O)(=O)N(C)C)cc1NC(=O)C1Cc2ccccc2CN1C(=O)c1ccco1 (stereo not given)	u	x
53	O=C(O)CC(c1cccc(O)c1)N1Cc2ccccc2C1=O (stereo not given)	-7%	1
54	CCN(CC)N=Nc1ccc(C(=O)O)cc1	u	x
55	CCOC(=O)c1c(/N=C/C2=C(O)CC(C)(C)CC2=O)sc2c1CCCC2	u	x
56	CCOC(=O)C1=C(COC(=O)C(CC)c2ccccc2)NC(=O)NC1C (stereo not given)	i	6
57	O=C(Nc1ccccc1)c1cc(Cl)nc2ccccc12	i	6
58	CCCc1c(C(=O)N/N=C(\C)CCc2ccc(OC)cc2)nnn1-c1nonc1N	u	x
59	CC(=O)Oc1c(S(=O)(=O)c2ccc(C)cc2)c(C)nn1C(C)(C)C	u	x
60	COc1ccc(/C=C/c2ccc3cccc(O)c3n2)cc1Br	u	x
61	COc1ccc(CCNC(=O)COC(=O)CSc2ccc([N+](=O)[O-])cc2)cc1OC	u	x
62	Cc1[nH]c(=O)[nH]c(=O)c1NC(=O)c1ccc(OC(C)C)cc1	u	x
63	COc1ccc(Br)cc1CN(C)CC(=O)NCc1ccc(F)cc1	i	14
64	CC(=O)Nc1ccc(Nc2ncnc3ccccc23)cc1	-8%	7
65	N#CNC(N)=Nc1cccc(Cl)c1	u	x
66	CCCCN(CC)Cc1ccc(CNC(=S)Nc2ccccc2F)o1	5%	5
67	COc1ccc(Cc2c[nH]c(=O)[nH]c2=O)cc1	15%	4
68	NCCCC[C@@H]1NC(=O)c2cc([N+](=O)[O-])cc(I)c2SC[C@@H](C(N)=O)NC(=O)[C@H](CCC(N)=O)NC1=O	0%	-14
69	C#CCOc1ccc(C2C3=C(COC3=O)Nc3cc4c(cc32)OCO4)cc1OC (stereo not given)	5%	4
70	CCCn1c(Oc2ccccc2)nc2c1c(=O)n(C)c(=O)n2C	8%	-2
71	Cc1ccc2c(CC(=O)OCn3nnc4ccccc4c3=O)coc2c1	u	x
72	Cc1cccc2c(N=Nc3ccccc3)c(O)[nH]c12	u	x
73	O=C(c1ccc2c(c1)OCO2)C1CCCN(Cc2ccccc2OC(F)F)C1 (stereo not given)	u	x
74	Cc1cccc([C@@H]2[C@@H]3C(=O)N(C)C(=O)[C@@H]3[C@@H]3C(=O)Nc4ccccc4C(=O)N23)c1	18%	24
75	O=C(Cc1ccc(Cl)cc1)N1CCC2(CC1)NCCc1[nH]cnc12	i	11
76	COc1ccccc1N(CC(=O)Nc1cccc(C(F)(F)F)c1)S(C)(=O)=O	-6%	-1
77	O=C(CSCc1cnn(-c2ccccc2)c1-n1cccc1)N1CCN(Cc2ccccc2)CC1	u	x
78	Cc1cc(C)c(S(=O)(=O)Nc2cc(SCC(=O)O)c(O)c3ccccc23)cc1C	u	x
79	COc1ccc(C2C(C(=O)c3sc(C)nc3C)=C(O)C(=O)N2CCN2CCOCC2)cc1 (stereo not given)	-22%	-30
80	C=CCSc1nc2c(sc3nc(C)cc(C)c32)c(=O)[nH]1	u	x
81	Cc1cc2c(cn1)C(CCC#N)(CCC#N)c1ccccc1-2	u	x
82	CC(C)(C)c1cccc(/C=N/O)c1O	u	x
83	COc1ccc(CCNC(=O)c2nc(-c3cccs3)no2)cc1OC	-9%	-16
84	CC1CC(C)CN(CC(=O)Nc2ccc3c(c2)OCCO3)C1 (stereo not given)	0%	0
85	CCc1nnc(NC(=O)CSc2nnc(CNc3cccc(C)c3)n2-c2ccccc2)s1	0%[9.22 µM]	-4
86	COc1ccc(NC(=O)CSc2nc3nc(-c4cccs4)cc(C(F)(F)F)c3c(=O)[nH]2)c(OC)c1	7%	-3
87	NNC(=O)Cc1cn(-c2ncc(C(F)(F)F)cc2Cl)c2ccccc12	-6%	-2
88	COc1cc(C2Nc3c(F)cccc3C3C=CCC32)cc(Br)c1OC (stereo not given)	u	x
89	CC(OC(=O)C1CC(=O)N(Cc2ccco2)C1)C(=O)Nc1ccc(F)cc1Cl (stereo not given)	-1%	0
90	COc1cccc(OC)c1C(=O)Nc1ccc2nc(C)c(C)nc2c1	15%	-4
91	COc1ccc(NC(=O)CSc2nc3ccccc3cc2Cc2ccccc2)cc1	-4%	-2
92	CCn1ccnc1CN(C)Cc1cn(-c2ccccc2)nc1-c1ccc(OC)cc1F	u	x
93	Cc1ccc(S(=O)(=O)N2CCN(C)CC2)cc1[N+](=O)[O-]	-7%	0
94	Cc1cc(/C=N/NC(N)=S)c(C)n1-c1ccc(Cl)c(Cl)c1	u	x
95	CCC(C)NC(=O)CSc1nnc(-c2ccc(OC)c(OC)c2)c(-c2ccc(OC)c(OC)c2)n1 (stereo not given)	u	x
96	CCOC(=O)N1CCN(Cc2nc(C3CC3)no2)CC1	-4%	1
97	COc1cccc(OCc2cc(C(=O)N(C)C3CC(C)(C)NC(C)(C)C3)no2)c1	u	x
98	Cc1ccc(C)c(C(=O)CSc2nc(C)cc(=O)[nH]2)c1	u	x
99	CC(=O)Nc1cc(-c2ccccc2)nn1Cc1ccc(Cl)cc1	11%	7
100	O=C1CSC(c2ccccc2)N1c1ccccc1F (stereo not given)	u	x
101	CCCCn1cnc2sc3c(c2c1=N)CCCC3	u	x
102	COC(=O)c1ccc(NC2CC(=O)N(c3ccccc3C)C2=O)cc1 (stereo not given)	u	x
103	Cc1cccc(NC(=O)CN2CCN(CC(=O)NCC3(N4CCCCC4)CCCCC3)CC2)c1C	u	x
104	CCOC(=O)c1ccccc1NC(=O)Cn1cnc2c1c(=O)n(C)c(=O)n2C	12%	1
105	O=C(Cn1cnc2c(nnn2Cc2ccc(F)cc2)c1=O)N1CCN(c2ccccc2)CC1	2%	-5
106	Cc1cccc(-n2ncc3c2CCCC3NC(=O)CC(F)(F)F)c1C (stereo not given)	u	x
107	COc1ccc(C(=O)CSc2nnc(Cn3nnc4ccccc43)n2C)cc1	u	x
108	CCOc1ccc(CN(C)CC(=O)Nc2cc(OC)c([N+](=O)[O-])cc2C)cc1	u	x
109	CC(c1ccccc1)C(CC(=O)O)C(=O)Nc1ccc(Cl)c(Cl)c1 (stereo not given)	u	x
110	CCOc1ccc(N(CC)C(=O)c2cn(CC)c(=O)c3cc(OC)c(OC)cc23)cc1	4%	6
111	N#Cc1cnc(SCC(=O)NNC(=O)COc2cccc3ccccc23)nc1N	u	x
